# TAAR1 antag – human TAAR1 antagonists, primary screen, Fluo-8 calcium fluorescence, CHO RD-HGA16 cells; inhibition, % at 3 µM; hit rate 1.5% among 360,000; AID 624466, 2012; antagonist;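 active = inhibition above a per-plate cutoff, the mean inhibition of test compounds on that plate plus 3 SD, cut at about 49% in these data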;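 note: 0% = DMSO plus EC80 beta-PEA response and 100% = DMSO alone without agonist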
#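 Material: CHO RD-HGA16 cells bearing hTAAR1; compound dosing: one-point dosing, 3 µM nominal final; schedule: dye loading 75 min at 37 °C, then 30 min room temperature; measured by: calcium fluorescence with Fluo-8; control set: vehicle and agonist controls; replication: n of 1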
# TAAR1 agonist – human TAAR1 agonists, primary screen, Fluo-8 calcium fluorescence, CHO RD-HGA16 cells. Trace amine-associated receptor 1 (Homo sapiens), Q96RJ0. vehicle wells 0%, saturating PEA agonist 100%. activation, % at 3 µM. hit rate 0.99% among 360,000;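 active = activation above the mean activation of all test compounds in the run plus 3 SD, cut at about 38% in these data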
#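 System: CHO-derived RD-HGA16 cells with stable Gα16 and human TAAR1 / Times: 17-24 h plating, Fluo-8 75 min 37 °C, 30 min RT / Technique: calcium-sensitive Fluo-8 signal, excitation 470-495, emission 515-575 nm / Measure: % activation relative to PEA EC100 response / Benchmarks: DMSO and PEA EC100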
# CHO parental Ca – ATP-evoked calcium signal inhibitors, parental CHO, primary screen, counter-screen for OX1R antagonist project, cell-based, fluorescence, Fluo-8 calcium dye; hit rate 0.63% among 330,000; AID 463079, 2010; parental CHO-K1, ATP-induced calcium, Fluo-8 fluorescence; inhibition, % at 5.6 µM;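 active = inhibition above that plate's mean sample inhibition plus 3 SD, cut at about 26% in these data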;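 note: 0% = ATP-challenged DMSO wells and 100% = DMSO wells without ATP; some compounds past the cut are filed as inactive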
#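 Assay system – parental CHO cells · Reagent – ATP stimulus · Detection – intracellular calcium via Fluo-8 no-wash fluorescent dye · Evaluation – percent inhibition of ATP-evoked calcium rise, normalized to controls · Controls – ATP wells versus no-ATP DMSO wells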
# OXTR potentiator – human OXTR potentiators, primary screen, fluorescence, CHO-OTR cells, Fluo-8 calcium; hit rate 0.061% among 320,000; activation, % at 3 µM; AID 2445, 2010; Fluo-8 calcium fluorescence, potentiator mode; 0% = oxytocin EC15, 100% = EC100;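 active = activation above that plate's cutoff, the mean activation of tested compounds plus 3 SD, cut at about 6.6% in these data, passing the limit was not always enough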;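 note: 100% uses oxytocin at 75 nM as the full agonist control; some results filed as inactive read as strong as hits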
# Target sequence (P30559 whole entry, looked up): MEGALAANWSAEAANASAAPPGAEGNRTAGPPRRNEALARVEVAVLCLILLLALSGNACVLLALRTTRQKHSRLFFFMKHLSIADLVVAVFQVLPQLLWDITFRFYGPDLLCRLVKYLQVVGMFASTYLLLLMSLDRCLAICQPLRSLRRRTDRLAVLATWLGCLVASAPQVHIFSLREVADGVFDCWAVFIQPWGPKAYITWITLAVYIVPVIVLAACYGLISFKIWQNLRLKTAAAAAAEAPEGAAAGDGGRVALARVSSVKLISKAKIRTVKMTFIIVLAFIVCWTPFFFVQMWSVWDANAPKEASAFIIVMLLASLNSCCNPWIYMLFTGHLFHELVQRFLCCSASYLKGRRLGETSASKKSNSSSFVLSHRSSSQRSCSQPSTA
#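 Measured by – Fluo-8 calcium dye fluorescence · Test system – human OTR in CHO cells · Dosing – one concentration, 3.0 µM compound · Controls – EC15 oxytocin alone as 0%, 75 nM oxytocin as 100% · Evaluation – normalized max/min fluorescence ratio, % activation · Timing – 6 min pre-incubation, 100 s read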
# CHO-K1 Ca PAM – nonselective calcium activators in parental CHO-K1 cells, primary screen, counter-screen for M1 PAM project, cell-based, Fluo-8 calcium fluorescence, full deck, 1536-well. ATP EC20; 0% at ATP EC20, 100% at ATP max. activation, % at 3 µM. hit rate 0.02% among 360,000. AID 602247, 2012;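 active = activation above the run cutoff, the mean activation of all test compounds plus 3 SD, cut at about 40% in these data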;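 note: peak over basal fluorescence ratio in a 140 s read after ATP addition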
# M1 ag parental – counter-screen for M1 agonists: effect in parental CHO-K1 cells; activation, % at 3 µM; Fluo-8 calcium fluorescence; scaled to maximal ATP response, vehicle zero; hit rate 0.48% among 360,000; in the data active = activation above about 15%;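 note: untransfected CHO-K1 host cells lacking M1 receptor as counterscreen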
# CHRM1 agonist – human M1 muscarinic receptor agonists, primary screen, Fluo-8 calcium fluorescence, CHO-K1 cells, HTS. hit rate 0.33% among 360,000. activation, % at 3 µM. CHO-K1 hM1, agonist mode; 0% DMSO, 100% acetylcholine EC100;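 active = activation above the run's mean compound activation plus 3 SD, cut at about 16% in these data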;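 note: peak over basal fluorescence ratio within a 140 s kinetic read after compound addition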
# Target sequence (P11229 whole entry, looked up): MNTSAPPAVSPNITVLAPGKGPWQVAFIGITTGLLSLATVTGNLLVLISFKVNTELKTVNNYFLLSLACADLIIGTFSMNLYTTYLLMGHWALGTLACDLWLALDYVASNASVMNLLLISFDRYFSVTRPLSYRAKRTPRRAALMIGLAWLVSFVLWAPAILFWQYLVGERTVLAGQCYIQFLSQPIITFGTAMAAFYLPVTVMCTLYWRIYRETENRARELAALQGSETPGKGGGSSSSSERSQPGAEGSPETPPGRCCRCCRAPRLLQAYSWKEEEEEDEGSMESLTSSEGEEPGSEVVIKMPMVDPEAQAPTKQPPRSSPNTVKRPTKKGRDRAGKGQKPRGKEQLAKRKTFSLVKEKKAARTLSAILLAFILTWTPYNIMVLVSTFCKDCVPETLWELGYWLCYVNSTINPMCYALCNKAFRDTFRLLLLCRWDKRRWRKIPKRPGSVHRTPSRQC
# CHO-K1 Ca antag – nonselective inhibitor or artifact in parental CHO-K1 cells. AID 602250. inhibition, % at 3 µM. hit rate 0.6% among 360,000. ATP-induced calcium, Fluo-8 fluorescence;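 active = inhibition above a per-plate cutoff, the plate's mean sample inhibition plus 3 SD, cut at about 24% in these data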;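 note: 0% = DMSO plus EC80 ATP and 100% = DMSO alone without ATP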
# M1 antag – human M1 muscarinic receptor antagonists, primary screen, CHO-K1 cells, Fluo-8 calcium fluorescence, 1536-well. hit rate 1.3% among 360,000. AID 588852, 2011. Muscarinic acetylcholine receptor M1 (Homo sapiens), P11229. inhibition, % at 3 µM. CHO-K1 hM1, ACh EC80 antagonist;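 active = percent inhibition above its own plate's cutoff, namely the mean of that plate's compound wells plus 3 SD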;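 note: peak over basal fluorescence ratio during 140 s after agonist addition; 0% = ACh EC80 plus DMSO and 100% = DMSO alone without agonist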
# Starred values were filed as active, the others as inactive; . = no result given.
SMILES,TAAR1 antag,TAAR1 agonist,CHO parental Ca,OXTR potentiator,CHO-K1 Ca PAM,M1 ag parental,CHRM1 agonist,CHO-K1 Ca antag,M1 antag
O=C(Nc1ccc(C(=O)N2CCCC2)cc1)c1ccccc1[N+](=O)[O-],-10,-1,-3,-2,7,-0.5,0,-1,-4
CCOC(=O)c1cc2ccc3ccccc3c2s1,2,14,-17,-5,13,0.4,-3,-11,5
Cn1c(N)c(C(=O)CSc2nnc(-c3c[nH]c4ccccc34)n2C2CC2)c(=O)[nH]c1=O,3,10,-15,-6,-10,-0.4,-8,20,21
Cc1cc(C(=O)OCC(=O)Nc2ccc(F)cc2)c(C)o1,-16,12,1,-16,-1,0.2,-5,-12,-13
Cc1cc(C)c(S(N)(=O)=O)c(C)c1N(C)S(=O)(=O)c1ccccc1,11,2,-15,-16,23,2.3,-4,-15,-4
CC(=O)N1CCc2cc(S(=O)(=O)NCc3ccc(C)cc3)ccc21,1,5,2,-11,-11,6.8,0,7,19
COc1ccc(C(=O)Nc2sc(C)c(C)c2CN2CC(C)OC(C)C2)cc1 (stereo not given),10,2,-6,1,11,0.5,-6,-6,-9
Fc1cnc(N2CCc3ccccc32)nc1N1CCc2ccccc21,21,4,-7,-4,21,3.3,-4,-12,-14
COc1ccc(-c2nnc(SCC(=O)N(C)C3CCS(=O)(=O)C3)n2C(C)C)cc1 (stereo not given),-8,1,-7,2,8,0.4,0,-16,-10
Cc1cc(=O)n2nc(N3CCC(C(=O)N4CCN(C)CC4)CC3)sc2n1,11,11,-15,-3,1,-0.1,-3,5,-1
COc1nc(N2CCOCC2)nc(-n2cccc2)n1,7,4,-5,-2,19,2.9,-6,0,-4
CCn1c(SCC(=O)Nc2cc(C)on2)nc2c(c1=O)SC(C)C2 (stereo not given),-20,3,-13,0,-9,-0.4,1,-11,-32
O=C1N/C(=N/NC(=O)c2cccc3ccccc23)S/C1=C\c1ccccc1OCc1ccccc1,26,0,.,.,20,1.1,-3,-13,-14
CN1CCN(c2cccc3c2S(=O)(=O)N[C@H](Cc2ccccc2)CO3)CC1,-25,5,.,.,16,1.2,.,-26,.
Clc1cccc(NC2=NCCC2)c1,-13,2,-7,-11,9,0.3,-3,-16,-18

# The list goes on, overlapping the part above by 3 compounds.
SMILES,TAAR1 antag,TAAR1 agonist,CHO parental Ca,OXTR potentiator,CHO-K1 Ca PAM,M1 ag parental,CHRM1 agonist,CHO-K1 Ca antag,M1 antag
O=C1N/C(=N/NC(=O)c2cccc3ccccc23)S/C1=C\c1ccccc1OCc1ccccc1,26,0,.,.,20,1.1,-3,-13,-14
CN1CCN(c2cccc3c2S(=O)(=O)N[C@H](Cc2ccccc2)CO3)CC1,-25,5,.,.,16,1.2,.,-26,.
Clc1cccc(NC2=NCCC2)c1,-13,2,-7,-11,9,0.3,-3,-16,-18
O=C(NCc1ccc(Cl)cc1)C1CCN(C(=O)c2ccc(Cl)cc2)CC1,-23,2,.,.,-19,0.8,-6,-2,-6
CCOC(=O)C1CCCc2c1[nH]c1c(C(N)=O)cccc21 (stereo not given),-8,8,-10,-2,22,0.3,-4,-21,-7
Cc1nc(SCC(=O)Nc2ccc(CN3CCCC3)cc2)c2c(C)c(C)sc2n1,-26,1,-10,-7,10,0.4,-8,-6,20
CC(C)CC(C(=O)OCC(=O)c1c(N)n(C)c(=O)n(C)c1=O)N1C(=O)C2CC=CCC2C1=O (stereo not given),-3,2,0,-9,18,1.2,-5,-2,-5
Cc1cccc(C)c1Nc1nnc(SC(C)C(=O)Nc2c(C)n(C)n(-c3ccccc3)c2=O)s1 (stereo not given),-17,4,-3,-2,-3,-0.4,-5,1,4
CCOc1ccc(NC(=O)CCNS(=O)(=O)c2ccc3c(c2)oc(=O)n3C)cc1,-6,1,-17,-5,-7,0.2,-3,-11,1
CCCCN1C(=O)C(CC(=O)NCCCN(C)C)CC(C(=O)N(C)C)=C1C (stereo not given),4,2,.,.,-3,0.1,-4,3,16
CC1(C)C2([N+](=O)[O-])CN(CCO)CC1([N+](=O)[O-])CN(CCO)C2,9,3,7,-5,12,0.7,-1,-9,-10
COc1ccc2c(c1)C(CC(=O)NN)CCC2 (stereo not given),-18,1,.,.,13,0.1,0,-13,-4
Cc1c(Cl)cccc1NC(=O)Nc1cnccn1,-23,5,-14,-6,-16,0.1,-1,-4,-6
Cc1ccc(OCCNC(=O)CNC(=O)c2ccc3c(c2)OCO3)cc1,-31,-1,-15,1,-15,-0.3,-6,11,6
COc1ccc(N(CC(=O)NCCC2=CCCCC2)S(C)(=O)=O)cc1,1,2,-15,3,0,0.7,0,1,0
Fc1ccccc1C1c2cccn2CCN1C(=S)Nc1cccc(Br)c1 (stereo not given),-10,1,-5,-16,-3,0.4,-4,-12,-9
CCN1C(=O)[C@H]2[C@@H](c3ccc(-c4ccc(Cl)c(Cl)c4)cc3)N[C@@](Cc3ccccc3)(C(=O)OC)[C@H]2C1=O,-20,11,-11,4,-8,0.3,1,-5,1
NCc1ccccc1COc1ccccc1,2,0,4,2,12,0.9,-7,-3,-6
COc1ccc(-c2nn3c(-c4ccc(F)cc4)nnc3s2)cc1,-5,-1,-6,-5,10,-0.1,-4,0,4
Cc1sc(N)nc1-c1ccc2c(c1)OCCO2,5,0,-11,3,13,3.0,-3,-15,-11
CCCn1c(SC(C)C(=O)NC2CC2)nnc1-c1ccncc1 (stereo not given),-8,9,-23,0,-2,-0.5,-1,6,5
CN1CCN(C(=S)c2cn(CCOc3ccccc3F)c3ccccc23)CC1,-2,4,-17,-2,17,5.4,-5,-17,-5
CN1CCC(NC(=S)Nc2cccc([N+](=O)[O-])c2)CC1,6,16,-13,-1,15,0.3,-5,-15,-12
CCc1cc(C(=O)N2CCCC(CO)(Cc3ccc(F)cc3)C2)n(C)n1 (stereo not given),-8,2,-19,-6,-1,1.8,0,-21,-15
Cc1c(Cl)cccc1NC(=S)N(Cc1cccnc1)Cc1ccccc1Cl,16,1,-22,-6,13,2.2,-5,-11,-7
C[C@@H](NC(=O)[C@@H]1Cc2ccccc2CN1)C(=O)Nc1ccc2c(c1)OCO2,6,1,-9,-5,-7,-0.5,-15,5,-7
O=C(Nc1ccccc1)N1C2CCC1CC(O)(c1cccnc1)C2 (stereo not given),-16,-1,3,4,0,0.1,-2,-7,-7
COC1CCN(C(=O)c2cc(COc3ccc(-n4cncn4)cc3)on2)CC1,-12,1,-9,-4,0,0.7,-1,-8,-9
CCc1ccc(-c2cc(C(=O)Nc3ccc(S(=O)(=O)NC(C)=O)cc3)c3ccccc3n2)cc1,-1,2,-17,-14,0,-0.4,2,5,9
O=C(NC1CCC(O)CC1)c1ccc(-c2ccc(Cl)cc2)o1 (stereo not given),-18,0,-13,2,1,4.8,-3,8,2
CC1CCN(S(=O)(=O)c2ccc3c(c2)N(CC(=O)NCCCN2CCCC(C)C2)C(=O)CS3)CC1 (stereo not given),-11,3,-11,5,19,0.9,-6,-19,-10
COCCNC(=O)c1ccccc1NC(=O)CN(c1ccc2c(c1)OCO2)S(C)(=O)=O,17,5,-2,-7,15,0.1,-3,-4,-6
COc1cccc(-n2c(=O)c3ccccc3n(CC(=O)NCC3CCCO3)c2=O)c1 (stereo not given),0,3,-3,-6,7,0.8,-3,-18,-16

# Structures from the list above with a nitro group on carbon (three):
SMILES,TAAR1 antag,TAAR1 agonist,CHO parental Ca,OXTR potentiator,CHO-K1 Ca PAM,M1 ag parental,CHRM1 agonist,CHO-K1 Ca antag,M1 antag
O=C(Nc1ccc(C(=O)N2CCCC2)cc1)c1ccccc1[N+](=O)[O-],-10,-1,-3,-2,7,-0.5,0,-1,-4
CC1(C)C2([N+](=O)[O-])CN(CCO)CC1([N+](=O)[O-])CN(CCO)C2,9,3,7,-5,12,0.7,-1,-9,-10
CN1CCC(NC(=S)Nc2cccc([N+](=O)[O-])c2)CC1,6,16,-13,-1,15,0.3,-5,-15,-12

# The list goes on:
SMILES,TAAR1 antag,TAAR1 agonist,CHO parental Ca,OXTR potentiator,CHO-K1 Ca PAM,M1 ag parental,CHRM1 agonist,CHO-K1 Ca antag,M1 antag
CCOC(=O)C1=C(CSc2nc(-c3ccncc3)ccc2C#N)OC(N)=C(C#N)C1c1cccnc1 (stereo not given),10,-1,-23,-1,9,2.5,-6,-4,9
Cc1cc(NC(=O)CSc2nnc(C3CC3)n2Cc2ccccc2)no1,-5,3,-5,-1,11,0.3,-3,2,-5
CCCC(C)(C)C(=O)N1CCC1(C)C(=O)Nc1cccc(OC)c1 (stereo not given),-33,2,.,.,-7,0.2,-4,-7,1
CN(C)S(=O)(=O)c1cccc(NC(=O)Cc2ccc(-c3ccccc3)cc2)c1,10,7,7,-14,-10,1.2,-2,1,14
Cc1ccc(NS(=O)(=O)c2ccc(C(=O)N3CCN(c4ccccn4)CC3)cc2)cc1,45,36,28,-23,-12,11,2,-1,22
